Screening results as filed in PubChem.
BaF3 parental: parental Ba/F3 viability inhibition as JAK2V617F counter-screen | CellTiter-Glo ATP luminescence | inhibition, % at 5.6 µM | actives 1.1% (n = 220,000);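 active = inhibition above a per-campaign cutoff, the mean inhibition of all tested compounds plus 3 SD, cut at about 27% in these data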;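 note: 0% = DMSO wells and 100% = JAK Inhibitor I control wells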
zfTRPN1 agonist: agonists of zebrafish TRPN1 channel | HEK293 zebrafish TRPN1-YFP, Fluo-8 calcium fluorescence; 100% = response to 87 µM carbachol | activation, % at 3 µM | actives 0.18% (n = 220,000);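 active = activation above its plate's cutoff, the mean activation of test wells on that plate plus 3 SD, cut at about 19% in these data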;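 note: 0% = DMSO alone and 100% = 87 µM carbachol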
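System: zebrafish TRPN1-YFP in HEK293 cells / Dosing: 3 µM single point / Timing: dye loading 1 h at 37 °C, then 30 min room temperature / Signal: Fluo-8 calcium fluorescence, excitation 470-495 nm, emission 515-575 nm / Read-out basis: percent activation from peak over basal fluorescence ratio, control-normalized / Control set: high carbachol 87 µM, low DMSO alone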
S1P4 antag: antagonists of human S1P4 receptor; O95977; S1P4-expressing cells, antagonist mode, reporter read-out; inhibition, % at 4.98 µM; actives 0.26% (n = 220,000); in the data active = inhibition above about 29%;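 note: 0% = wells stimulated with agonist and 100% = vehicle wells without agonist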
PERK inhibitor: inhibitors of human PERK kinase. Q9NZJ5. CHO PERK-DD fusion, SEAP luminescence translation reporter. inhibition, % at 5.6 µM. actives 0.17% (n = 220,000);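 active = inhibition above the mean inhibition of all tested compounds plus 3 SD, set separately per screening campaign, cut at about 2.9% in these data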;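 note: PERK kinase domain activated by AP20187 dimerizer at 100 nM; 0% = DMSO with dimerizer and 100% = rapamycin at 8.4 µM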
Ba/F3 V617F tox: lowers viability of Ba/F3 cells expressing EpoR and JAK2V617F; ATP luminescence; inhibition, % at 5.6 µM; actives 1.1% (n = 220,000); AID 1446;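 active = inhibition above the campaign mean plus 3 SD over all tested compounds, cut at about 24% in these data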;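 note: cytokine-independent growth of Ba/F3 cells driven by EpoR plus mutant JAK2; 0% = DMSO-treated cells and 100% = JAK inhibitor I control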
EP2 mod: modulators of human EP2 prostaglandin E2 receptor; AID 940; P43116; induction, % at 25 µM; EP2-expressing cells, cAMP HTRF FRET, PGE2 co-stimulation; actives 0.83% (n = 260,000);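 active = compounds whose cAMP rise, as percent of the full-agonist control response, exceeds 60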;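 note: rat C6 glioma line stably carrying human EP2 under a CMV promoter; the protocol text gives 20 µM as final concentration; 100% = response of wells given 1 µM PGE2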
Target sequence (P43116 whole entry, looked up): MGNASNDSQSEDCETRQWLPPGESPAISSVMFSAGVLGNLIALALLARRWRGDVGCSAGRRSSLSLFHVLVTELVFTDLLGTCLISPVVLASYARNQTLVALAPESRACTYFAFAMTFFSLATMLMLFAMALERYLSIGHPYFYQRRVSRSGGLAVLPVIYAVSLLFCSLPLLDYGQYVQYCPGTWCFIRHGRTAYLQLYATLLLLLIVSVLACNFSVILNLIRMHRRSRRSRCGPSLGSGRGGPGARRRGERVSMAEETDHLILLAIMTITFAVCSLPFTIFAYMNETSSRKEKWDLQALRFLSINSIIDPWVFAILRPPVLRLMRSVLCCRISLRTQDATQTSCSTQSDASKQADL
Calpain2 inh: calpain II (pig) inhibition. actives 0.37% (n = 220,000). purified calpain II, fluorogenic peptide substrate, 30 min. inhibition, % at 16 µM;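 active = inhibition above about 50%, limit read from the data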
S1P4 ag: agonists of human S1P4 receptor; O95977; S1P4-expressing cell line, agonist reporter assay; activation, % at 4.98 µM; actives 0.35% (n = 220,000); in the data active = activation above about 11%;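 note: 0% = DMSO vehicle and 100% = reference agonist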
TRPML3 ag: human mucolipin-3 channel agonism. Q8TDD5. HEK293 TRPML3-YFP, Fluo-8 calcium fluorescence; 100% = the carbachol control signal. activation, % at 3 µM. actives 0.29% (n = 220,000). AID 1448;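 active = activation above its plate's cutoff, the mean activation of the plate's test wells plus 3 SD, cut at about 12% in these data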;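 note: 0% = DMSO only wells and 100% = carbachol wells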
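Material: TRPML3-YFP stable HEK293 cells | Dosing: One concentration, 3 µM nominal, 0.3% DMSO | Timing: 125 s total fluorescence read per well | Technique: Fluo-8 calcium dye fluorescence, ex 470-495, em 515-575 nm | Measure: Percent activation from peak-to-basal fluorescence ratio, scaled between DMSO and carbachol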
* = called active by the depositor.

SMILES	BaF3 parental	zfTRPN1 agonist	S1P4 antag	PERK inhibitor	Ba/F3 V617F tox	EP2 mod	Calpain2 inh	S1P4 ag	TRPML3 ag
Cc1cc(C)c(NC(=O)c2ccc(S(=O)(=O)N3CCOCC3)cc2)c(C)c1	5	2.0	-17	0.7	5	8	2	1.3	0.4
CC1CC(C)CN(C(=O)CNS(=O)(=O)c2ccc(Br)s2)C1 (configuration not stated)	6	-0.6	-1	-0.3	2	26	-13	0.5	0.1
Cc1ccc(S(=O)(=O)N(C)C)cc1NC(=O)COC(=O)c1ccc2c(c1)OCO2	5	0.2	-13	0.5	-1	-1	6	1.6	0.9
O=C(O)c1cccc(NC2=C(N3CCOCC3)C(=O)c3ccccc3C2=O)c1	2	2.1	9	0.9	-2	-26	-27	1.0	0.8
COC(=O)c1ccc(OCC(=O)Nc2nn(-c3ccccc3)nc2C(N)=O)cc1	5	1.9	-8	-0.3	3	11	-60	-2.1	0.3
COc1ccc(OC)c(/C(O)=C/C(=O)C(=O)Nc2cc(C)ccc2OC)c1	1	-0.3	18	0.7	-6	-1	-109	-1.7	0.6
CCOc1ccccc1C(=O)N/N=C/c1cccc2cccnc12	3	-0.2	9	-1.4	4	-10	14	-2.8	-1.1
Cc1c(NC(=O)CSc2ncnc3ccccc23)c(=O)n(-c2ccccc2)n1C	4	1.5	-16	-0.1	1	26	-28	2.2	0.5
O=C(NCC1(N2CCCCC2)CCCCC1)C1CC(=O)N(c2ccc3c(c2)OCCO3)C1 (configuration not stated)	6	0.5	10	-0.5	-2	-14	-26	1.9	-0.1
CC1CCN(c2ccc(C(=O)O)cc2NS(=O)(=O)c2ccc(Br)cc2)CC1	0	-1.7	10	-1.2	-1	34	-4	1.3	-0.6
O=C(C1CCC1)N1CCc2cc(S(=O)(=O)N3CCCCC3)ccc21	2	1.8	1	0.4	-2	12	26	0.8	-0.2
CC(C)CC(=O)NC(=S)Nc1cccc2nsnc12	1	-1.6	-12	1.4	0	10	-16	0.3	-0.5
c1ccc(-c2csc3ncn4nnnc4c23)cc1	0	0.8	-12	1.1	-6	-22	-63	2.6	0.5
O=C(NC(=S)NCCO)c1cn(-c2ccccc2)nc1-c1ccccc1	7	-2.3	17	0.4	3	21	12	1.1	-0.7
COC(=O)c1cc(NC(=O)c2ccc(F)cc2)cc(C(=O)OC)c1	1	1.1	-17	0.0	-2	9	11	-0.6	-0.3
Cc1cccc(C(=O)OC2CCN(C)CC2)c1	10	2.3	4	0.5	-1	5	8	0.2	0.9
Cc1cccc(NC(=S)NCC(c2ccccc2)N(C)C)c1 (configuration not stated)	7	0.6	-1	0.4	0	12	-15	-0.9	0.2
Cc1ccccc1C(=O)Oc1cc(N)n(S(C)(=O)=O)n1	4	0.3	-3	0.2	0	-17	-14	0.4	-0.2
COc1ccccc1C1(CCNC(C)c2cccs2)CCOC(C(C)C)C1 (configuration not stated)	-3	1.0	-5	0.4	-2	-3	-5	0.6	0.7
Cc1ccccc1C1c2[nH]c3ccccc3c2CCN1C(=O)c1ccc(=O)n(C)n1 (configuration not stated)	-1	0.4	5	0.3	-1	-1	-65	-0.5	0.2

Single entries from the entries so far:
Result for `CC(C)CC(=O)NC(=S)Nc1cccc2nsnc12` in Calpain2 inh: -16
Result for `O=C(NCC1(N2CCCCC2)CCCCC1)C1CC(=O)N(c2ccc3c(c2)OCCO3)C1` (configuration not stated) in TRPML3 ag: -0.1

Six entries already listed, sorted by the value under PERK inhibitor, high to low.
structure | S1P4 antag | PERK inhibitor | EP2 mod | Calpain2 inh | S1P4 ag | TRPML3 ag
Cc1cc(C)c(NC(=O)c2ccc(S(=O)(=O)N3CCOCC3)cc2)c(C)c1 | -17 | 0.7 | 8 | 2 | 1.3 | 0.4
Cc1ccc(S(=O)(=O)N(C)C)cc1NC(=O)COC(=O)c1ccc2c(c1)OCO2 | -13 | 0.5 | -1 | 6 | 1.6 | 0.9
COc1ccccc1C1(CCNC(C)c2cccs2)CCOC(C(C)C)C1 (configuration not stated) | -5 | 0.4 | -3 | -5 | 0.6 | 0.7
Cc1ccccc1C(=O)Oc1cc(N)n(S(C)(=O)=O)n1 | -3 | 0.2 | -17 | -14 | 0.4 | -0.2
O=C(NCC1(N2CCCCC2)CCCCC1)C1CC(=O)N(c2ccc3c(c2)OCCO3)C1 (configuration not stated) | 10 | -0.5 | -14 | -26 | 1.9 | -0.1
CC1CCN(c2ccc(C(=O)O)cc2NS(=O)(=O)c2ccc(Br)cc2)CC1 | 10 | -1.2 | 34 | -4 | 1.3 | -0.6

In the list so far, these have a halogen.
SMILES	BaF3 parental	zfTRPN1 agonist	S1P4 antag	PERK inhibitor	Ba/F3 V617F tox	EP2 mod	Calpain2 inh	S1P4 ag	TRPML3 ag
CC1CC(C)CN(C(=O)CNS(=O)(=O)c2ccc(Br)s2)C1 (configuration not stated)	6	-0.6	-1	-0.3	2	26	-13	0.5	0.1
CC1CCN(c2ccc(C(=O)O)cc2NS(=O)(=O)c2ccc(Br)cc2)CC1	0	-1.7	10	-1.2	-1	34	-4	1.3	-0.6
COC(=O)c1cc(NC(=O)c2ccc(F)cc2)cc(C(=O)OC)c1	1	1.1	-17	0.0	-2	9	11	-0.6	-0.3
